Screening data from PubChem.
SENP7 block = SENP7 protease inhibitors, primary screen, biochemical, luminescence, uHTS; AID 434973, 2010; recombinant SENP7, Z-RLRGG-aminoluciferin luminescence, 40 min; actives 1.5% (n = 330,000); inhibition, % at 5 µM;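 active means inhibition above about 50% at the single test dose, limit read from the data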;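 further: plate controls were DMSO with enzyme for no effect and no enzyme buffer wells for full effect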
SENP8 block-1 = human SENP8 protease inhibitors, primary screen, biochemical, fluorescence, Nedd8 protein substrate, uHTS | Sentrin-specific protease 8 (Homo sapiens), Q96LD8 | recombinant SENP8 | inhibition, % at 20 µM | AID 602440, 2012 | actives 0.64% (n = 360,000); in the data active means inhibition mostly above about 40%, no sharp cut-off; inactive means mostly below about 27%
Target sequence (Q96LD8 whole entry, looked up): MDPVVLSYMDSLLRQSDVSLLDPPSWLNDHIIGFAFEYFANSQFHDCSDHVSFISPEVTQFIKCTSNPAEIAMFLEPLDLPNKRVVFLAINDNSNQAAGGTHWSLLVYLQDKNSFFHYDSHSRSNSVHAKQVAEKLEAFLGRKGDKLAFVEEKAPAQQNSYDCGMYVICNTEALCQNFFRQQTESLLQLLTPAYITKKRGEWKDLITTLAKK
APOBEC3G inh = APOBEC3G DNA deaminase inhibitors, primary screen, biochemical, fluorescence, single-stranded DNA substrate, uHTS; DNA dC->dU-editing enzyme APOBEC-3G (Homo sapiens), Q9HC16; recombinant A3G, ssDNA deamination FAM/TAMRA fluorescence; inhibition, % at 20 µM; actives 0.28% (n = 330,000);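 active means inhibition of at least 40% at 20 µM, with no more than 30% in the related APOBEC3A deaminase screen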;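 further: plate controls were DMSO wells with A3G for no effect and wells lacking A3G enzyme for full effect; some compounds called inactive have numbers as strong as hits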
SENP8 block-2 = SENP8 protease inhibitors, primary screen, biochemical, luminescence; Sentrin-specific protease 8 (Homo sapiens), Q96LD8; purified SENP8, Z-RLRGG-aminoluciferin cleavage; inhibition, % at 10 µM; actives 1.2% (n = 330,000); AID 2540, 2010; in the data active means inhibition above about 50%
Apaf1 inhib = inhibitors of human Apaf-1 apoptosome, primary screen, biochemical, DEVD-Rh110 fluorescence, uHTS; Apoptotic protease-activating factor 1 (Homo sapiens), O14727; reconstituted apoptosome caspase-3 activity; inhibition, % at 20 µM; actives 0.71% (n = 330,000); active means inhibition of at least 40% at 20 µM;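 further: plate controls were DMSO wells for no effect and DEVD-CHO caspase inhibitor wells for full effect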
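System: Apoptosome proteins | Medium: Hepes pH 7.5 with detergent and BSA | Also added: Cytochrome c trigger plus (Z-DEVD)2-Rh110 caspase-3 substrate | Incubation: 30 min compound preincubation, 50 min activation, room temperature | Detection: Rhodamine 110 fluorescence at Ex 480/Em 540 nm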
SENP6 inh = SENP6 protease inhibitors, primary screen, biochemical, luminescence, uHTS; Sentrin-specific protease 6 (Homo sapiens), Q9GZR1; Recombinant SENP6 catalytic domain, aminoluciferin luminescence; inhibition, % at 10 µM; actives 1.8% (n = 330,000);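 active means inhibition above about 50% at the single tested dose, limit read from the data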;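 further: plate controls were DMSO wells with enzyme for no effect and DMSO wells lacking enzyme for full effect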
Target sequence (Q9GZR1 628-1112 limits assumed): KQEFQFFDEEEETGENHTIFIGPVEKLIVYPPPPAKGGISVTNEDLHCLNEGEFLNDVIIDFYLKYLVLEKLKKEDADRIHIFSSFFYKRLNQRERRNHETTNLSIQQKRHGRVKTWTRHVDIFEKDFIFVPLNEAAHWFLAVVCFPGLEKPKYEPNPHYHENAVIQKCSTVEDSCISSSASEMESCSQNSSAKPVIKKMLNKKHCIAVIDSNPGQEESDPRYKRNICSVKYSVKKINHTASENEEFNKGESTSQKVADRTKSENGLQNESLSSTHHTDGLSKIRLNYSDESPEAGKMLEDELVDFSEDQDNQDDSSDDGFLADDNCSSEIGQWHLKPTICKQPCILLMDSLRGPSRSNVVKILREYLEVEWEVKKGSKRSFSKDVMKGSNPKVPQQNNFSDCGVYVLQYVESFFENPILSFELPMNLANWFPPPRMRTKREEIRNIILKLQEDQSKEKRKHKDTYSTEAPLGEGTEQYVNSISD
UBC13 inh = UBC13 polyubiquitin chain formation inhibitors, primary screen, biochemical, TR-FRET, uHTS; Ubiquitin-conjugating enzyme E2 N (Homo sapiens), P61088; actives 0.47% (n = 330,000); inhibition, % at 20 µM; AID 485273, 2010; in the data active means inhibition above about 45%, passing the limit was not always enough
SENP1 FRET inh = human SENP1 catalytic domain inhibitors, primary screen, biochemical, FRET, uHTS; inhibition, % at 10 µM; recombinant SENP1 catalytic domain, CyPet-SUMO1-YPet FRET cleavage; Sentrin-specific protease 1 (Homo sapiens), Q9P0U3; actives 0.21% (n = 360,000);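 active means inhibition at least 30% at 10 µM, raw YFP signal under a set limit, fluorescence ratio 0.5 to 1.5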;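 further: 0% = enzyme with DMSO and 100% = no enzyme wells; some results filed as inactive read as strong as hits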
Target sequence (Q9P0U3 419-644 limits assumed): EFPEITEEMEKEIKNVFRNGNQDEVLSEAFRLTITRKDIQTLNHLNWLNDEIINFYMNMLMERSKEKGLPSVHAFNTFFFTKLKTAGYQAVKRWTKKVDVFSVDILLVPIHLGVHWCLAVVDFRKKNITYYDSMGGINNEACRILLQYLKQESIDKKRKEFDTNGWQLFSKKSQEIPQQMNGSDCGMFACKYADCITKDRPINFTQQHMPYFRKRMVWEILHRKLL
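Assay system – human recombinant His6-tagged SENP1 catalytic domain enzyme · Input – SENP1 enzyme, 20 pM final · Buffer or medium – Tris pH 8 buffer plus EDTA, NaCl, BME, BSA, NP40, catalase · Schedule – 50 min reaction at room temperature · Technique – FRET read of cyan and yellow fluorescence · Control set – no-enzyme wells low, DMSO-plus-enzyme wells high control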
Active calls of the source: *; · = not tested or not shown.

entry	SMILES	SENP7 block	SENP8 block-1	APOBEC3G inh	SENP8 block-2
1	Cc1ccc(S(=O)(=O)NCc2cccnc2)c(C)c1	0	2	-7	-7
2	O=C(CN1CCN(C(=O)c2ccco2)CC1)NCc1ccc(Cl)cc1	5	6	-3	-8
3	COc1ccc(CCNC(=O)c2ccc3c(c2)S(=O)(=O)N=C2CCCCCN23)cc1	-3	31	-3	15
4	Cn1c(C(=O)O)ccc1S(=O)(=O)N1CCCCCC1	-1	11	-10	-1
5	O=C(NCCCc1ccccc1)C(=O)NCC1OCCN1S(=O)(=O)c1ccc(F)cc1 (stereo not drawn)	-9	2	-8	-6
6	COc1ccc(C)cc1NC(=O)CN1C(=O)COc2ccc(S(=O)(=O)N3CCC(C)CC3)cc21	1	19	16	3
7	CC1=C(/C=C/C(C)=C/C=C/C(C)=C\C(=O)O)C(C)(C)CCC1	10	-5	-2	4
8	CSc1ncccc1C(=O)OCc1ccc(Br)cc1	-13	13	-6	-15
9	Cc1cccc(NC(=O)c2cc(C)nc3ccccc23)c1	-7	17	-8	-15
10	COc1ccccc1C(=O)NC(=O)COC(=O)c1ccc(NC(=O)CC#N)cc1	11	-5	-7	0
11	O=C(NC1CCCCC1)C(c1ccccc1)N(C(=O)c1cccs1)c1ccc2c(c1)OCO2 (stereo not drawn)	-8	9	-4	1
12	Clc1ccc(-n2nnnc2-c2cnc(-c3ccncc3)nc2-c2cccs2)cc1	5	-10	-3	1

entry	Apaf1 inhib	SENP6 inh	UBC13 inh	SENP1 FRET inh
1	0	-15	6	1
2	-6	-5	-2	-1
3	3	-4	-6	0
4	-16	-8	1	3
5	0	-7	3	-2
6	23	0	-9	2
7	3	0	-35	-1
8	5	-10	6	0
9	11	1	-2	0
10	5	-12	8	-2
11	11	-16	-9	0
12	25	16	1	1

Single records, as listed above. Screens in order: SENP7 block, SENP8 block-1, APOBEC3G inh, SENP8 block-2, Apaf1 inhib, SENP6 inh, UBC13 inh, SENP1 FRET inh
Cn1c(C(=O)O)ccc1S(=O)(=O)N1CCCCCC1 reads -1, 11, -10, -1, -16, -8, 1, 3
O=C(NC1CCCCC1)C(c1ccccc1)N(C(=O)c1cccs1)c1ccc2c(c1)OCO2 (stereo not drawn) reads -8, 9, -4, 1, 11, -16, -9, 0

Next section.
entry	SMILES	SENP7 block	SENP8 block-1	APOBEC3G inh	SENP8 block-2
13	C=C(C)C1CC=C(C)/C(=N/NC(=O)COc2ccccc2Cl)C1 (stereo not drawn)	0	12	-1	-2
14	CCCC(=O)N1CCN(c2ccc(NC(=O)c3ccccc3)cc2)CC1	-6	14	2	-11
15	O=C(CSc1nnc(CNC(=O)c2c(F)cccc2Cl)o1)Nc1ccc2c(c1)OCCO2	5	-2	2	-8
16	Cn1c(N)c(C(=O)COC(=O)c2cc(S(=O)(=O)N3CCOCC3)ccc2F)c(=O)n(C)c1=O	5	-3	-3	7
17	Cn1c(CN2CCCC2)c(C#N)c2ccccc21	-4	-17	-10	3
18	CC1SC2(NC1=O)C1CC3CC(C1)CC2C3 (stereo not drawn)	-3	4	-16	-4
19	Cn1c(C(=O)NCCN2CCCCCC2)cc2c(=O)n(C)c3ccccc3c21	-9	-173	5	-4
20	Cc1cccc(C)c1OCC(=O)N(Cc1ccco1)C1CCS(=O)(=O)C1 (stereo not drawn)	4	-1	-6	-2
21	O=c1[nH]c(/C=C\c2cccnc2)c([N+](=O)[O-])c(=O)[nH]1	4	6	-1	-4
22	COc1ccc(Cl)cc1C(=O)N1CCN=C1SC	-6	-2	-3	-13
23	Cc1nc(-c2ccccn2)nc(SCC(=O)c2ccccc2)c1Cl	3	1	-9	-7
24	COC(=O)c1ccc(CSc2nc3ccc(Cl)cc3[nH]2)o1	5	·	-8	0

entry	Apaf1 inhib	SENP6 inh	UBC13 inh	SENP1 FRET inh
13	26	1	5	-3
14	-7	-13	-14	1
15	0	-1	-3	4
16	4	-15	8	0
17	-9	7	7	0
18	-12	-11	2	0
19	43*	-9	40	-23
20	-378	-4	4	-1
21	8	-6	2	0
22	-2	-4	-21	2
23	7	0	5	-1
24	1	-6	2	·

Other structures:
entry	SMILES	SENP7 block	SENP8 block-1	APOBEC3G inh	SENP8 block-2
25	CCn1c(O)c(N=Nc2ccc3ccccc3n2)c2ccccc21	97*	39	4	94*
26	COCCNC(=S)N(CCc1c(C)[nH]c2ccc(OC)cc12)Cc1ccco1	0	1	-1	3
27	COc1ccc(OCC(=O)N2CCN(c3cccc(Cl)c3)CC2)cc1	5	27	-3	1
28	Cc1ccc(C)c(C(=O)CSc2nnnn2-c2cccnc2)c1	-3	14	-12	-8
29	CN(C)CCCN(C(=O)c1ccc(S(=O)(=O)N(C)C2CCCCC2)cc1)c1nc2ccc(Br)cc2s1	-4	7	-11	-17
30	COc1ccccc1/C=C1\SC(=S)N(CCC(=O)Nc2ccc(C(=O)O)c(O)c2)C1=O	8	20	-3	64*
31	C/C(=N\NC(=O)c1ccco1)c1cc2ccccc2o1	-2	16	-1	1
32	CC1(C)COC2(OC1)C(=O)N(CN1CCOCC1)c1ccccc12	4	-1	-8	5
33	O=C(Nc1cccc(C(=O)O)c1)/C(=C\c1ccc2c(c1)OCO2)NC(=O)c1ccco1	-5	-9	-10	3
34	CC(C)(Cc1ccccc1)/[N+]([O-])=C\c1ccccc1	3	14	2	-6
35	Cc1ccc2c(c1)C(=O)C(=O)N2Cc1ccc(Cl)cc1	-7	-63	-9	-1
36	CCc1ccc(C2C(C#N)=C(N)Oc3cc(N)ccc32)cc1 (stereo not drawn)	1	-114	-3	3

entry	Apaf1 inhib	SENP6 inh	UBC13 inh	SENP1 FRET inh
25	7	95*	-2	12
26	7	-4	10	-3
27	6	-3	5	3
28	-3	-5	-8	-1
29	23	-19	24	3
30	15	72*	-13	-8
31	2	-10	-3	3
32	0	-3	3	2
33	-15	-11	-1	-5
34	5	-2	1	2
35	40*	-7	12	-3
36	11	-2	-4	-26

Additional compounds:
entry	SMILES	SENP7 block	SENP8 block-1	APOBEC3G inh	SENP8 block-2
37	CCOCCCN(C)C1CCN(C(=O)c2oc3ccccc3c2NC(=O)Cc2ccc(F)cc2)CC1	6	-6	-6	-5
38	O=C(CC1SC(=Nc2ccc3c(c2)OCCO3)NC1=O)Nc1ccc(F)cc1F (stereo not drawn)	-5	17	-4	-10
39	CCCN(CCC)c1nc(N)nc(-c2cc(Cl)ccc2OC)n1	4	25	28	5
40	N=C1S/C(=C\c2ccco2)C(=O)N1c1nccs1	-6	14	3	53*
41	CC(=O)c1c(C)nc2ccccc2c1N	0	3	-1	-2
42	C=CCNC(=S)/N=c1/ccccn1C	13	-25	-7	5
43	CC(=O)OC(C(=O)NC1CCCCC1)c1ccc(Cl)cc1 (stereo not drawn)	-10	11	-12	-1
44	O=C(COC(=O)c1ccc(-n2cnnn2)cc1)c1ccc(Br)cc1	-7	-1	-8	-9
45	CC(C)(C)n1nc2c(c1NC(=O)c1ccco1)CS(=O)C2 (stereo not drawn)	-6	2	0	5
46	Cc1ccc(OCC(=O)N2CCOCC2)c([N+](=O)[O-])n1	-5	20	-6	-7
47	Cc1cc(-c2nnc(CCC(=O)NC(Cc3ccccc3)c3ccccc3)o2)no1 (stereo not drawn)	10	-4	-4	-4
48	CC(C)CN1CCC(C(=O)N2CCN(c3ccccc3F)CC2)CC1	-8	22	2	-12

entry	Apaf1 inhib	SENP6 inh	UBC13 inh	SENP1 FRET inh
37	-7	-10	13	-1
38	-14	12	13	1
39	14	-13	8	1
40	1	58*	3	-7
41	0	-15	-2	1
42	-1	-8	0	-2
43	5	-16	-13	1
44	12	-12	-8	0
45	0	3	-3	0
46	3	-27	-6	-1
47	-11	17	0	-9
48	-2	-4	-7	-1

Single values from the results shown.
CC(C)CN1CCC(C(=O)N2CCN(c3ccccc3F)CC2)CC1 @ SENP7 block: -8
O=C(CC1SC(=Nc2ccc3c(c2)OCCO3)NC1=O)Nc1ccc(F)cc1F (stereo not drawn) @ SENP8 block-1: 17
CC(=O)c1c(C)nc2ccccc2c1N @ Apaf1 inhib: 0
CCCN(CCC)c1nc(N)nc(-c2cc(Cl)ccc2OC)n1 @ Apaf1 inhib: 14
O=C(COC(=O)c1ccc(-n2cnnn2)cc1)c1ccc(Br)cc1 @ APOBEC3G inh: -8

Continued.
entry	SMILES	SENP7 block	SENP8 block-1	APOBEC3G inh	SENP8 block-2
49	CN(C)C(=S)Nc1ccc2c(c1)OCCO2	2	14	2	-5
50	CCOC(=O)C1(C(F)(F)F)N=C(c2cccnc2)OC(N2CCOCC2)=N1 (stereo not drawn)	-9	32	1	-13
51	CSc1ncc(Cl)c(C(=O)NCc2cccnc2)n1	4	7	-4	-5
52	CC(=O)NCCC(=O)Nc1nc2c(ccc3ccccc32)s1	-4	-32	4	-11
53	CC1CCC(NC(=O)c2cc(S(=O)(=O)N3CCCCC3)c[nH]2)CC1 (stereo not drawn)	3	9	-4	7
54	COC(=O)CCCC1=CC2=CC(=O)C(C)(OC(=O)c3cccs3)C(=O)C2=CN1C1CC1 (stereo not drawn)	8	41*	0	14
55	Cc1ccc(-n2nnnc2SC(C)C(N)=O)c(C)c1 (stereo not drawn)	8	6	-2	5
56	C=CCN(c1ccccc1OC)S(=O)(=O)c1cccc(C(=O)NCc2ccco2)c1	-10	4	-8	-12
57	CCN(CC)CCN(C(=O)c1ccc(Br)s1)c1nc2cc3c(cc2s1)OCCO3	-4	24	-3	-1
58	Cc1noc(C)c1COc1ccc(C(=O)OCC(N)=O)cc1	1	26	-4	-1
59	CC(=O)N1CCN(c2ccc(NC(=O)c3ccc(C)cc3)cc2)CC1	6	13	0	0
60	COc1ccc(N2CCN(C(=O)CCCOc3cc(=O)n(C)c4ccccc34)CC2)cc1	1	11	3	0
61	CC(=O)NC(CC(=O)NC12CC3CC(CC(C3)C1)C2)c1ccccc1 (stereo not drawn)	-1	16	-6	-5

entry	Apaf1 inhib	SENP6 inh	UBC13 inh	SENP1 FRET inh
49	2	-26	-1	-1
50	31	-29	-1	2
51	-4	1	5	1
52	4	2	-6	1
53	7	8	11	3
54	17	22	-54	-14
55	13	-2	0	2
56	7	-18	-8	-1
57	-5	-8	18	1
58	-8	3	7	2
59	0	-6	1	1
60	-2	-14	-6	4
61	-8	-22	13	1

Exported with values under each structure: 3 of the compounds above
Fields – SENP7 block | SENP8 block-1 | APOBEC3G inh | SENP8 block-2 | Apaf1 inhib | SENP6 inh | UBC13 inh | SENP1 FRET inh
50	CCOC(=O)C1(C(F)(F)F)N=C(c2cccnc2)OC(N2CCOCC2)=N1 (stereo not drawn)
 : -9 | 32 | 1 | -13 | 31 | -29 | -1 | 2
58	Cc1noc(C)c1COc1ccc(C(=O)OCC(N)=O)cc1
 : 1 | 26 | -4 | -1 | -8 | 3 | 7 | 2
59	CC(=O)N1CCN(c2ccc(NC(=O)c3ccc(C)cc3)cc2)CC1
 : 6 | 13 | 0 | 0 | 0 | -6 | 1 | 1
